PriA SSB inh: K. pneumoniae PriA-SSBct interaction inhibition; AlphaScreen SSBct-PriA binding, biotinylated peptide; inhibition, % at 33 µM; 0.6% of 430,000 active; in the data active = inhibition mostly above about 37%, no sharp cut-off; inactive = mostly below about 20%;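 note: plate controls were negative control peptide for no effect and reference peptide for full effect; strong numbers were not always called active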
* = called active by the depositor; & = joins results of further samples.

SMILES | PriA SSB inh
CSC[C@@](C)(O)CNC(=O)c1ccccc1SC(F)F | -8.0
O=S(=O)(CCCOc1ccc2c(c1)OCO2)NCc1ccc(F)cc1 | 11.0&17.0
O=C(NCC[C@H](O)C1CC1)C(=O)Nc1ccccc1Cl | -20.0
NC(=O)c1ccc(NC(=O)COc2coc(CN3CCN(Cc4ccccc4)CC3)cc2=O)cc1 | -22.0&-1.0
O=C(O)c1ccc(NN=C/C=C/c2ccc([N+](=O)[O-])o2)cc1 | 0.1
CCCCN1C(SCC(=O)Nc2cccc(C(F)(F)F)c2)=NS(=O)(=O)c2ccccc21 | -3.0
CCOC(=O)c1ccccc1NC(=O)CSc1nc2cc(-c3ccccc3)sc2c(=O)n1C | -7.0
COc1ccc(NC(=O)c2scc(-c3ccc(F)cc3)c2-n2cccc2)cc1 | 0.0
COc1ccc(NC(=O)Cc2cc(=O)[nH]c(SCc3ccccc3F)n2)c(OC)c1 | 7.0
CCOC(=O)C1CCN(C(=O)Cc2csc(NC(=O)c3ccc(OC)c(OC)c3)n2)CC1 | 10.0
O=C(CN1CCOC1=O)N1CCC(n2c(=O)[nH]c3ccc(F)cc3c2=O)CC1 | 0.0
C[C@@H](Cc1ccoc1)NC(=O)c1c(F)cccc1Cl | 2.0
COc1ccc(NC(=O)Nc2ccc(-c3ccc(N4CCCCC4)nn3)cc2)cc1OC | -11.0
CCOc1ccc(OCCNC(=O)c2ccc(OC)cc2)cc1 | -2.0
Cc1cccc(NC(=O)CN2CCC(C(N)=O)CC2)c1C | 10.0
Cc1cccn2cc(-c3ccccc3NC(=O)c3ccc(C(F)(F)F)nc3)nc12 | -20.0
O=C(CCSc1ccc2ccccc2n1)Nc1ccc(-c2nc3ccccc3s2)cc1 | -3.0&2.0
O=C(Nc1ccon1)[C@H]1CCCN(c2ccc(-n3cncn3)nn2)C1 | 3.0
CC(=NN=C(N)SC1CC(=O)N(c2ccc(Br)cc2)C1=O)c1cccs1 (stereo not given) | 17.9
COc1ccccc1N1CCN(C(=O)C2CN(C(=O)COc3ccccc3F)C2)CC1 | -10.0
O=C(NCCOc1cccc(C(F)(F)F)c1)c1ccc([N+](=O)[O-])cc1 | -2.0
CC(C)CNC(=O)CSc1nnc(N)s1 | 13.0
CCOC(=O)Cc1csc(NC(=O)c2csc(-c3cc4ccccc4[nH]3)n2)n1 | -2.0
CC1Cc2ccccc2N1C(=O)CCCn1nc(-c2ccco2)ccc1=O (stereo not given) | 2.0
COc1cccc(NC(=O)c2csc3nc(-c4ccc(F)cc4)cn23)c1 | -8.0
O=C(Nc1cccc(-c2csc(-c3ccccc3)n2)c1)c1ccccc1Cl | -12.0&-1.0
N#Cc1cccc(C(=O)NC2CCC(Oc3cnccn3)CC2)c1 (stereo not given) | -16.0
CN(C)S(=O)(=O)NCCn1nc(-c2cccs2)n(C2CC2)c1=O | -18.0
O=C(NCC1CCN(c2ncccn2)CC1)C1COc2ccccc2O1 (stereo not given) | 4.0
CCCn1c2c(c(=O)n(C)c1=O)C(c1ccc(Br)cc1)C1C(=O)OCC1=N2 (stereo not given) | -8.0
Cc1ccc2c(CC(=O)Nc3ccc(F)c(Cl)c3)cc(=O)oc2c1 | 7.0
COc1ccc(NC(=O)c2ccc(S(=O)(=O)N(C)Cc3ccco3)cc2)c([N+](=O)[O-])c1 | 4.0
O=C(NN=Cc1ccccc1F)c1csc2c1CCCC2 | -0.5
Cc1nc(-c2coc3cc(C)c(N=O)c(O)c3c2=NN)cs1 | -3.6
O=C(NCCn1nc(C(F)(F)F)cc1C1CC1)c1cc(-c2ccccc2)on1 | -11.0
O=C(Nc1ccccc1F)c1oc2ccccc2c1NC(=O)C1c2ccccc2Oc2ccccc21 | -17.0
CSc1nc(N2CCOCC2)c2cnn(CCNC(=O)CCc3ccccc3)c2n1 | -3.0
Cc1c(Cl)cccc1N1CCn2c1nc1c2c(=O)n(C/C=C/c2ccccc2)c(=O)n1C | -12.0
Cc1nnsc1C(=O)N1CC(n2cc(-c3ccccc3)nn2)C1 | -5.0
CC(=O)N1CCN(C(=S)c2ccc(-c3cc(Cl)ccc3Cl)o2)CC1 | 25.0
CCOC(=O)c1sc(NN=c2c(=O)c3ccccc3c2=O)c(C(=O)OCC)c1C | -11.0
Cc1cc(S(=O)(=O)NCC(c2ccsc2)N2CCCCCC2)ccc1F (stereo not given) | -10.0
COc1ccc(Br)cc1C=NNC(=O)CN1CCCCC1 | 7.3
CCOC(=O)c1sc(NC(=O)c2ccc(OC)cc2OC)cc1C | -5.0
Cc1ccc(-c2cc3c(=O)n(CC(=O)Nc4cc(F)ccc4F)ncn3n2)cc1C | -8.0
CC(C)c1nnc2c(=O)n(CC(=O)NCc3ccccc3Cl)c3ccccc3n12 | -2.0
Cc1cc(OC2CCN(C(=O)c3ccc(F)cc3Cl)CC2)cc(=O)n1C | 0.0
CCCCOc1ccc(C(=O)NCC#CCN2CCCCC2)cc1 | -12.0
O=C(Cn1c(=O)[nH]c2ccsc2c1=O)N1CCN(c2ccc([N+](=O)[O-])cc2)CC1 | -1.0
CCOC(=O)c1cc2c(=O)n3ccccc3nc2n(Cc2ccccc2)c1=NC(=O)c1cccs1 | -12.0
COc1cccc(NC(=O)Cn2nc(C3CC3)c3cnn(-c4ccccc4C)c3c2=O)c1 | 7.0
COC(=O)c1ccc(C(=O)Nc2ccc3c(c2)CN(C(=O)OC)CC3)cc1 | -6.0
NC(=O)c1cc(C2CCCCN2C(=O)CSc2c[nH]c3ccccc23)[nH]n1 (stereo not given) | -10.0
COC(=O)c1ccc2c(=O)n(-c3cc(OC)cc(OC)c3)c(N3CCC(C(N)=O)CC3)nc2c1 | -4.0
C=CCn1c(SCC(=O)N2CCc3cc(OC)c(OC)cc3C2)nc2scc(-c3ccc(C)c(C)c3)c2c1=O | -5.0
CCOc1ccc(-c2nc(NC(=O)c3cccc(OC)c3OC)sc2C)cc1 | -17.0
COc1ccc(C=NNS(=O)(=O)c2ccccc2)cc1OC(=O)c1ccc(C)cc1 | -1.7
O=C(NCC1CCN(C(=O)Oc2ccccc2)CC1)c1ccc(OC(F)(F)F)cc1 | -35.0
Oc1ccc(C=Nn2c(-c3ccco3)csc2=Nc2cccnc2)c(O)c1 | 92.9
O=C1OCCN1N=Cc1ccc([N+](=O)[O-])o1 | -12.0

(list continues)
SMILES | PriA SSB inh
Cn1cccc(C(=O)NC[C@H]2CCCN2c2nccs2)c1=O | -16.0
COc1ccc(C)c2sc(N(CCN(C)C)C(=O)c3cc4cc([N+](=O)[O-])ccc4s3)nc12 | -3.0
CC(=NNC(=O)c1ccccn1)C12CC3CC(CC(C3)C1)C2 | -4.0
COc1ccc(Cc2nnc(NN=Cc3ccc(C)o3)[nH]c2=O)cc1 | 7.4
O=C(CN1CCN(c2ccc(F)cc2)CC1)Nc1cc(Cl)ccc1Cl | -3.0
COc1ccccc1NN=Cc1ccc2c(c1)OCO2 | 12.1
Cc1ccc(-n2nc3c(c2-n2cccc2)CN(C(=O)CSCc2ccccc2)C3)cc1 | 13.0
CC(=NNC(=O)CCC(=O)NN=C(C)c1ccc(C)o1)c1ccc(C)o1 | -13.5
COC(=O)c1ccc(Cn2nc(C)c3cnn(-c4ccccc4)c3c2=O)o1 | 4.0
NNc1nc2ccccc2[nH]1 | 1.0
COc1ccc(N2CCn3c(SCC(=O)Nc4nc(C)cs4)nnc32)cc1 | -12.0
CCCC(O)=C1C(=O)CC(C)(C)CC1=NCCO | -17.8
N#Cc1ccccc1NC(=O)CC1SC(N)=NC1=O (stereo not given) | 1.0
COC(=O)Cc1csc(CC(N)=O)n1 | -9.0
CC(C)c1cc(=O)n2c(n1)SCC2CC(=O)O (stereo not given) | -6.0
O=C(NCc1nc2ccccc2[nH]1)c1cc(N2CCCCCC2)ccn1 | 11.0
Cc1ccc(C)c2sc(N3CCN(C(=O)C4CCN(S(C)(=O)=O)CC4)CC3)nc12 | 3.0
Cc1ccccc1-n1nc(-c2cccnc2)cc1C(=O)NN=Cc1ccncc1 | -0.5
COC(=O)Cn1c(=O)c2c(nc(-n3nc(C)cc3C)n2Cc2ccc(F)cc2)n(C)c1=O | -8.0
N#Cc1cnc(=O)[nH]c1N | -13.0&-6.0
O=S(=O)(NCC1CCN(Cc2cccs2)CC1)c1ccc(Cl)s1 | -4.0
O=C(Nc1nc(-c2ccc3c(c2)OCO3)cs1)c1nc2ccccc2s1 | -11.0
O=C(NCCc1ccccc1)NCc1cccc(-c2nccs2)c1 | -22.0
Cc1nsc(C(=O)N2CCN(c3ccccn3)CC2)n1 | -22.0
CC1CN(c2nc(N3CCOCC3)c3cnn(C)c3n2)CC(C)O1 (stereo not given) | -13.0
CS(=O)(=O)c1ccc(NC(=O)C2CN(C(=O)c3cccs3)C2)cc1 | -12.0
COCCCN1C(=O)C(=O)C(=C(O)c2ccc(OC(C)C)c(C)c2)C1c1ccncc1 (stereo not given) | -4.0
Cc1ccc2c(c1)C(=O)OC(C(=O)N1CCCc3ccccc31)C2 (stereo not given) | -8.0
CCOc1coc(C(=O)Nc2ccc(C)cc2)cc1=O | -6.0
COc1cc(OC)cc(-c2noc(Cn3ccn4nc(-c5ccccc5OC)cc4c3=O)n2)c1 | -6.0
C=CCN1C(=O)C(C)(C)COc2cc(NS(=O)(=O)c3cc(OC)ccc3OC)ccc21 | -15.0
CC(=O)c1ccc(NC(=O)CSc2ncc(S(=O)(=O)c3ccc(Cl)s3)c(N)n2)cc1 | 2.0
Cc1cc(NC(=O)c2ccc3c(c2)OCO3)n(-c2ncnc3c2cnn3-c2ccc(F)cc2)n1 | -14.0
COC(=O)c1ccc(C=NNS(=O)(=O)c2cc(C)ccc2C)cc1 | -4.0
Oc1ccc(C=NNc2nn3cnnc3c3ccccc23)cc1 | -4.8
O=c1c(=Cc2ccc(CNS(=O)(=O)c3ccccc3)o2)sc2n1CCN=2 | 8.3
O=C(CC1CSc2nc3c(c(=O)n21)CCCC3)NCc1ccc2c(c1)OCO2 (stereo not given) | 9.0
COc1ccc(C(C)=NNc2ccc(F)cc2F)c(O)c1 | -5.2
C/C(C=NNC(=O)c1cc(-c2ccc(C)o2)[nH]n1)=C\c1ccccc1 | -0.2
CSc1ccccc1C(=O)N1CCC(Cc2n[nH]c(=O)n2-c2ccccc2C)CC1 | 2.0
Cc1nc2ccccc2nc1NN=Cc1ccc(O)cc1 | -3.7
CC(=NNC(=O)c1ccco1)c1cccc(NC(=O)c2ccc(C)o2)c1 | -0.1
O=C(Cc1ccc(F)cc1)N1CCN(c2ccc3nnc(C4CC4)n3n2)CC1 | -13.0
Cc1cc(NC(=O)c2ccc(C#N)cc2)ccc1N1CCCC1=O | -11.0
COc1ccc(-c2ccc(=O)n(CCCC(=O)Nc3ccccc3SC)n2)cc1OC | -2.0&4.0
COc1cc(C=NNC(=O)c2cc(C3CC3)[nH]n2)ccc1O | 7.1
Cc1cc(Br)ccc1NC(=O)c1ccc(=O)n(Cc2ccccc2)c1 | 1.0
CC(=CC(=O)c1ccc(Br)cc1)NNC(=O)c1ccc(O)cc1 | -8.2
O=C1COc2ccc(Cl)cc2CN1CC1CC1 | -7.0
CCOC(=O)[C@H](C)Sc1ncnc2c1nnn2Cc1ccc(Cl)cc1 | -19.0
CCCCCCCC(=O)NN=C(C)c1ccc(O)cc1O | -11.7
O=C(CCC(=O)Nc1ccc(Br)cc1)NN=Cc1ccccc1F | 13.2
CCOC(=O)c1c(NC(=O)c2ccnn2CC)sc(C)c1C | 4.0
O=C(Nc1ccc2c(c1)C(=O)NCC2)Nc1ccccc1Cl | -3.0
CCc1cc(=O)n(CCNC(=O)c2cc(-c3ccc4c(c3)OCO4)n[nH]2)cn1 | 4.0
CC(=NNC(=S)Nc1ccccc1)C1Cc2ccccc2C(=O)O1 (stereo not given) | 2.3
COc1ccccc1CCNC(=O)c1cnc2c(c(C)nn2-c2ccc(C)cc2)c1Cl | -5.0
Cc1noc(C)c1S(=O)(=O)N1CCc2nc(NC(=O)c3ccco3)sc2C1 | -5.0
CNC(=O)c1c(NC(=O)C2CC2)sc2c1CCCC2 | -1.0
Cn1ccc(C(=O)Nc2cccc(-c3nc4ccccc4o3)c2)n1 | 1.0

Grouped by structure: the compounds so far with a nitro group on carbon (6)
SMILES | PriA SSB inh
O=C(O)c1ccc(NN=C/C=C/c2ccc([N+](=O)[O-])o2)cc1 | 0.1
O=C(NCCOc1cccc(C(F)(F)F)c1)c1ccc([N+](=O)[O-])cc1 | -2.0
COc1ccc(NC(=O)c2ccc(S(=O)(=O)N(C)Cc3ccco3)cc2)c([N+](=O)[O-])c1 | 4.0
O=C(Cn1c(=O)[nH]c2ccsc2c1=O)N1CCN(c2ccc([N+](=O)[O-])cc2)CC1 | -1.0
O=C1OCCN1N=Cc1ccc([N+](=O)[O-])o1 | -12.0
COc1ccc(C)c2sc(N(CCN(C)C)C(=O)c3cc4cc([N+](=O)[O-])ccc4s3)nc12 | -3.0

In another format: entries from further up.
O=C(O)c1ccc(NN=C/C=C/c2ccc([N+](=O)[O-])o2)cc1
  PriA SSB inh = 0.1
CCCCN1C(SCC(=O)Nc2cccc(C(F)(F)F)c2)=NS(=O)(=O)c2ccccc21
  PriA SSB inh = -3.0
CCOC(=O)c1ccccc1NC(=O)CSc1nc2cc(-c3ccccc3)sc2c(=O)n1C
  PriA SSB inh = -7.0
COc1ccc(NC(=O)c2scc(-c3ccc(F)cc3)c2-n2cccc2)cc1
  PriA SSB inh = 0.0

(listing goes on)
SMILES | PriA SSB inh
CCCCCC(=O)N/N=C\c1ccc(N(C)C)cc1 | -12.0
COc1ccc(-c2cnc(C(=O)NCCn3nc(C)cc3C)o2)cc1 | -4.0
CSc1ncccc1C(=O)N1CC(Oc2nccs2)C1 | 3.0
CCOc1ccc(NC(N)=Nc2nc(CSc3nnnn3-c3ccccc3)cc(=O)[nH]2)cc1 | -4.0
CCc1ccc(S(=O)(=O)NC[C@@](C)(O)Cc2ccco2)s1 | -15.0
COC(CNC(=O)C1CCN(S(C)(=O)=O)CC1)c1ccc(Cl)s1 (stereo not given) | -5.0
O=C(Cn1cc(-c2nc(-c3ccsc3)no2)ccc1=O)NCc1ccc(F)cc1F | -14.0
COc1ccc(NC(=O)C2CNC2)cc1OC | -9.0

The list is partial; the hit share may differ from the screen's.
